West Nile virus CPE: West Nile virus antiviral activity, cell-based, CPE readout (AID 1621); West Nile virus-infected cells, CPE inhibition; higher % means a stronger effect; CPE inhibition, % at 10 µM, or IC50 in µM where a hit was titrated; hit rate 0.02% among 290,000; in the data active means a potency from the dose series; inconclusive means CPE inhibition mostly from about 3.7% at the one dose, without a potency; inactive means the rest, 99 in 100 with CPE inhibition below about 2.2%; further: strong numbers were not always called active
Siah-1 displacement: Siah-1 peptide-binding antagonists, primary screen, biochemical, fluorescence polarization, rhodamine-plectin, uHTS (AID 1817) | hit rate 0.02% among 290,000 | E3 ubiquitin-protein ligase SIAH1 (Homo sapiens) | Siah-1 / rhodamine-plectin peptide fluorescence polarization; higher % means a stronger effect | displacement, % at 20 µM, or IC50 in µM where a hit was titrated;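 active means displacement of at least 50% at 20 µM, with a fluorescence ratio check between 0.3 and a set limit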;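 further: plate controls were Siah plus tracer with DMSO for no effect and tracer alone without Siah for full effect; strong numbers were not always called active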
Salmonella PhoP GFP: inhibitors of PhoP regulon expression, primary screen, Salmonella Typhimurium, GFP reporter (AID 1863) | S. Typhimurium PhoP-regulated promoter GFP reporter, 4 h; higher % means a stronger effect | one-dose inhibition, % at 50 µM; IC50 in µM for titrated hits | hit rate 0.16% among 300,000;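 active means inhibition over 29.93%, a cutoff 3 SD above the screen mean, later confirmed by dose response; inconclusive means inhibition over 29.93% but no dose response follow-up; inactive means inhibition at most 29.93% or unconfirmed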;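 further: 0% = low Mg2+ inducing control and 100% = high Mg2+ repressing control; strong numbers were not always called active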
An asterisk follows results filed as active; ? = inconclusive. Some of the compounds tested, so the mix of outcomes need not match the whole.

SMILES	West Nile virus CPE	Siah-1 displacement	Salmonella PhoP GFP
CCCSc1ncc(Cl)c(C(=O)Nc2ccc(S(=O)(=O)Nc3ncccn3)cc2)n1	-0.5%	-7%	-6%
CCC(C(=O)NCc1cccs1)n1nc(C)n2c(cc3occc32)c1=O (stereo not given)	0.1%	3%	-4%
COc1ccc(C)cc1S(=O)(=O)N1CCCC(C(=O)N2CCN(c3ccccc3)CC2)C1 (stereo not given)	-1.1%	-1%	13%
Cc1c(C(=O)N(C)CCn2ccnc2C)oc2c(F)cccc12	-0.1%	0%	2%
CCc1ccc(N2CC(C(=O)Nc3nc4ccc(S(C)(=O)=O)cc4s3)CC2=O)cc1 (stereo not given)	-0.4%	1%	-2%
CNS(=O)(=O)c1cc(NC(=O)c2cccc3cccnc23)ccc1C	-0.1%	0%	1%
O=C(NNC(=O)c1cc2ccccc2cc1O)NC1CCCCC1	-0.4%	1%	3%
O=C(CCn1c(=O)oc2cc(Cl)ccc21)Nc1ccc(O)cc1	-0.7%	5%	6%
Oc1cccc(/C=C/c2ccc3cccc(O)c3n2)c1	1.9%	-8%	-3%
CC1=NN(C(=O)c2ccccc2C)C(O)(c2ccc(Cl)cc2)C1 (stereo not given)	-1.2%	2%	-5%
CC(=O)c1ccc(OCCNS(=O)(=O)c2ccc(-n3cnnn3)c(C)c2)cc1	-0.7%	-1%	-2%
CCOC(=O)c1c(S(=O)(=O)N2CCN(C3CCCCC3)CC2)c(C)n(C)c1C	-2.1%	1%	3%
CCC(=O)N1CCN(c2ccccc2NC(=O)c2cccs2)CC1	-0.1%	-2%	-2%
Cc1ccccc1S(=O)(=O)N(CC(O)CN1CCCCC1)c1ccccc1 (stereo not given)	-0.1%	5%	-2%
O=C(CN1C(=O)NC2(CCCC2)C1=O)N1CCN(S(=O)(=O)c2cccc(F)c2)CC1	-0.4%	-2%	4%
O=C(O)c1ccc(N=C2NC(=O)C(CO)(CO)S2)cc1	0.4%	4%	7%
NC(=O)c1ccccc1NC(=O)COc1ccc2c(c1)OCO2	-0.7%	7%	0%
Cc1cccc(NC(=S)NC(=O)c2ccc(-c3ccccc3)cc2)n1	-0.9%	13%	6%
CCc1cc2c(=O)n(-c3ccccc3)c(SCC(N)=O)nc2s1	-1.0%	-3%	-1%
C=C(C)COc1ccc(C2NC(=O)c3ccccc3O2)cc1OCC (stereo not given)	-0.3%	4%	-4%
C=CCOc1cccc(C(=O)Nc2ncn[nH]2)c1	-0.5%	-2%	-3%
CCCOP(=O)(c1ccc(N(C)C)cc1)C(O)c1ccc(Cl)cc1 (stereo not given)	-1.1%	11%	3%
COc1ccccc1N1CCN(C2CCCN(C(=O)Cn3cccn3)C2)CC1 (stereo not given)	0.3%	-8%	10%
COc1cc(CN2CCN(Cc3ccc4cc(F)ccc4n3)CC2CCO)cc(OC)c1 (stereo not given)	-1.1%	-6%	7%
CCNc1nc(NCC)nc(N(C)/N=C/c2ccco2)n1	-0.4%	-1%	6%
COc1ncccc1C(=O)N1CCC(n2nccc2NC(=O)CC(C)C)CC1	0.3%	2%	-2%
Cc1ccc(C)c(N2CCN(S(=O)(=O)c3csc(C(N)=O)c3)CC2)c1	-0.7%	-3%	-5%
Cc1cc(C)n(CC(O)COc2ccc(Cl)cc2)n1 (stereo not given)	-0.3%	2%	-7%
COc1ccc(C(=O)C[n+]2cccc3cc(OC)ccc32)cc1	-0.5%	4%	1%
CCOc1ccccc1C(=O)NCC(=O)N(C)Cc1ccccc1C	1.7%	6%	0%

2 records picked at random from those above:
SMILES	West Nile virus CPE	Siah-1 displacement	Salmonella PhoP GFP
Cc1cc(C)n(CC(O)COc2ccc(Cl)cc2)n1 (stereo not given)	-0.3%	2%	-7%
COc1ncccc1C(=O)N1CCC(n2nccc2NC(=O)CC(C)C)CC1	0.3%	2%	-2%

Continuation.
SMILES	West Nile virus CPE	Siah-1 displacement	Salmonella PhoP GFP
O=C(NCCc1ccccc1)c1ccccc1Cl	0.2%	-3%	7%
CC(=O)c1cccc(NC(=O)Cn2cnc(S(=O)(=O)N3CCC(C)CC3)c2)c1	0.4%	0%	5%
Cc1cc(S(=O)(=O)Nc2c(NC3CCCCC3)c3ccccc3oc2=O)ccc1F	0.7%	2%	13%
Cn1c(CCN2CCOCC2)nc2cc(NC(=O)COc3ccc([N+](=O)[O-])cc3)ccc21	0.9%	1%	-5%
O=C(c1ccccc1)c1ccc(N2CCN(C(=O)c3cccc(F)c3F)CC2)c(F)c1	-1.1%	-1%	3%
O=C(NCC[C@@H]1C[C@@H]2C=C[C@H]1C2)c1cc(COc2ccc(F)cc2F)on1	0.3%	7%	10%
COc1ccc(OC)c(Nc2nc(N)c([N+](=O)[O-])c(N3CCOCC3)n2)c1	-0.3%	-1%	-3%
Cc1c(CCC(=O)N[C@@H](C)C(=O)O)c(=O)oc2c(C)c3oc4c(c3cc12)CCCC4	0.4%	0%	7%
CC(C)N(C(=O)COC(=O)c1cccc(N(C)C)c1)c1ccccc1	-1.0%	-6%	8%
COc1ccccc1CNC(=O)C1CCN(S(=O)(=O)c2ccc3nc4c(c(C(=O)O)c3c2)CCCC4)CC1	0.6%	-5%	-7%
CNC(=O)c1cc(S(=O)(=O)Nc2ccc(C)cc2C)ccc1C	-0.1%	0%	8%
Cc1ccc2nc(CNC(=O)C3CCC(=O)N(Cc4ccccc4F)C3)cn2c1 (stereo not given)	-0.6%	-1%	1%
O=C(CSc1ccc2ccccc2n1)N/N=C/c1ccc(O)cc1	1.2%	7%	6%
CCN(CC)CCNC(=O)c1ccc(NC(=O)/C=C/c2ccc3ccccc3n2)cc1	15%	2%	0%
COc1ccc(-c2cn(Cc3ccc4ccccc4c3)nn2)cc1	-0.8%	7%	6%
O=c1[nH]c(/C=C/c2ccccn2)nc2ccccc12	1.4%	-6%	-3%
CCOc1cc(C2C3=C(CC(C)(C)CC3=O)N(CCCOC)C3=C2C(=O)CC(C)(C)C3)ccc1OC	-0.9%	4%	1%
O=C(O)C1Cc2ccccc2-c2ccccc2C1	0.5%	1%	11%
COC(=O)c1cccc(NC(=O)c2ccc3c(c2)C(=O)N(Cc2cccnc2)C3=O)c1C	-0.3%	1%	1%
COc1cc(Br)c(C(=O)c2nccc3cc(OC)c(OC)cc23)cc1OC	-0.7%	5%	-2%
CN(C(=O)CN1C(=O)/C(=C/c2ccc(F)cc2)SC1=S)C1CCS(=O)(=O)C1 (stereo not given)	1.0%	-3%	-1%
CCCCN(CC)CCCNC(=O)c1ccc(CS(=O)(=O)c2c(Cl)cccc2Cl)o1	-0.8%	3%	5%
COc1ccccc1NC(=O)c1ccc2c(c1)C(=O)N(Cc1ccco1)C2=O	-0.1%	-2%	-4%
Cc1nn(C)c(Cl)c1CN1CCC(Oc2ccc(C(=O)N3CCCC3)cc2)CC1	-1.4%	-2%	-4%
Cc1cc(-c2ccc(C)c(S(=O)(=O)N3CCN(c4ccccn4)CC3)c2)on1	-1.4%	13%	3%
O=C(Nc1cccc(-c2nn[nH]n2)c1)c1ccc(Cl)s1	0.6%	7%	-5%
CC(C)c1nnc(NC(=O)C2CCCN(C(=O)Nc3ccc(F)cc3)C2)s1 (stereo not given)	-0.4%	2%	-3%
O=C(CNC(=O)N1CC(=O)Nc2ccccc21)NCc1ccccc1Cl	-0.1%	-2%	-2%
CCOC(=O)/C(=N\Nc1ncnc2ccccc12)c1ccc(C)cc1	0.1%	7%	-1%
C=CCn1c(=N)n(CC(=O)c2ccc(Cl)cc2)c2ccccc21	-0.8%	3%	-2%
CCc1ccc(NC(=O)CSc2nnc(CNC(=O)c3ccco3)o2)cc1	-0.2%	0%	-1%
O=C(CSc1nnc(COc2ccc(Cl)cc2)o1)NC1CC2CCC1C2 (stereo not given)	0.0%	-1%	4%
CNC(=O)c1c(NC(=O)c2ccco2)sc2c1CCC2	-0.6%	-3%	7%
Cn1cc(CCC(=O)N2CCCC(N3CCN(c4ccccc4F)CC3)C2)cn1 (stereo not given)	-1.0%	-3%	4%
COc1ccc(C(CC(=O)O)N2Cc3ccccc3C2=O)cc1OC (stereo not given)	0.7%	4%	1%
CC(=O)c1cccc(NC(=O)C2=CC(c3cccs3)=NS(=O)(=O)N2C)c1	0.0%	-1%	-1%
COc1ccc(CNC(=O)Cc2ccc(NC(=O)C3=C(C)OCCS3)cc2)cc1	2.3%	9%	-1%
CSc1ccccc1OCc1cc(C(=O)NC2CCc3ccccc32)no1 (stereo not given)	-0.1%	-5%	1%
COc1ccc(N(CC(=O)NN=C2CCN(C)CC2)S(=O)(=O)c2ccc(NC(C)=O)cc2)cc1	0.2%	-2%	0%
Cc1cc(Br)ccc1NS(=O)(=O)c1c(C)[nH]c(=O)[nH]c1=O	-0.3%	-1%	-1%
CCOCCCNC(=O)C1(O)c2ccccc2NC(=O)N1c1ccc(Cl)cc1 (stereo not given)	0.2%	-5%	6%
CN1CCN(C(=O)/C(=C/c2ccc(N(C)C)cc2)NC(=O)c2ccccc2)CC1	-1.0%	9%	8%
Cc1nnc(NC(=O)CSc2nnc(CCNC(=O)c3ccccc3F)n2C)s1	1.2%	3%	-2%
CC(NC(=O)CN1C(=O)NC(C)(c2cccc3ccccc23)C1=O)c1ccccc1 (stereo not given)	-0.5%	6%	-4%
CCc1cccc(OCC(O)Cn2c(N3CCCCC3)nc3c2c(=O)[nH]c(=O)n3C)c1 (stereo not given)	-1.1%	4%	-5%
COc1ccc(NC(C)=O)cc1CNC(=O)COc1ccccc1C(=O)Nc1cccc(C)c1C	-0.3%	2%	4%
O=C(N/N=C/c1cccnc1)c1cccc(NC(=O)c2ccccc2Cl)c1	0.2%	-4%	11%
CCOc1ccccc1NS(=O)(=O)c1csc(C(N)=O)c1	-0.9%	-1%	8%
COc1ccc(/C=N/n2c(COc3ccccc3)n[nH]c2=S)cc1OC	-0.5%	-4%	2%
O=C(c1ccccc1F)N1CCCc2ccccc21	-0.4%	-1%	-4%
(cont.)
SMILES	West Nile virus CPE	Siah-1 displacement	Salmonella PhoP GFP
Cc1ccccc1Cn1c(NC2CCCC2)nc2c1c(=O)[nH]c(=O)n2C	-0.7%	16%	8%
Cn1c(=O)oc2cc(S(=O)(=O)NCCC(=O)N3CCN(c4ccccc4F)CC3)ccc21	0.9%	2%	-3%
CCN(CC(=O)NCc1ccc(Cl)cc1)C(=O)/C=C/c1ccccc1	-0.4%	4%	-5%
CCCn1nc(NS(=O)(=O)c2cccc3nonc23)c2cc3ccccc3nc21	0.6%	-3%	4%
CCC(=O)Nc1nnc(S(=O)(=O)N(C)Cc2ccco2)s1	-0.6%	18%	-1%
Fc1ccc(-c2ccc(CNCc3ccccn3)o2)cc1	-0.3%	4%	2%
C/C(=N\NC(=O)Cc1ccc(Cl)c(Cl)c1)c1cccnc1	0.3%	-3%	6%
COc1ccc(S(=O)(=O)NCc2ccco2)cc1NC(=O)c1ccccc1	0.8%	-3%	6%
COc1ccc(F)cc1C(=O)C1CCCN(C(=O)c2ccccc2N(C)C)C1 (stereo not given)	-0.6%	9%	-1%
O=C(Oc1ccc(C(=S)N2CCOCC2)cc1)c1ccc(F)cc1	0.8%	4%	-3%

As a short view, five of the compounds above:
SMILES	West Nile virus CPE	Siah-1 displacement	Salmonella PhoP GFP
CCN(CC(=O)NCc1ccc(Cl)cc1)C(=O)/C=C/c1ccccc1	-0.4%	4%	-5%
CCCn1nc(NS(=O)(=O)c2cccc3nonc23)c2cc3ccccc3nc21	0.6%	-3%	4%
CCC(=O)Nc1nnc(S(=O)(=O)N(C)Cc2ccco2)s1	-0.6%	18%	-1%
Fc1ccc(-c2ccc(CNCc3ccccn3)o2)cc1	-0.3%	4%	2%
C/C(=N\NC(=O)Cc1ccc(Cl)c(Cl)c1)c1cccnc1	0.3%	-3%	6%

The list continues.
SMILES	West Nile virus CPE	Siah-1 displacement	Salmonella PhoP GFP
CCOc1ccc(CN2CCNC(=O)C2CC(=O)NCCCC2CCCC2)cc1 (stereo not given)	-0.7%	-4%	5%
COc1ccc2[nH]cc(CCNC(=O)COc3cc(C)cc4oc(=O)cc(C)c34)c2c1	-0.7%	3%	2%
COc1ccc(-n2nc(C(=O)NCC(=O)NCc3ccc(F)cc3)c3ccccc3c2=O)cc1OC	?	-3%	8%
O=C(CNC(=O)c1ccc(Br)cc1)NCc1cccnc1	-0.6%	5%	-2%
O=C1CN(C(=O)N[C@@H](Cc2ccccc2)C(=O)N[C@@H](C(=O)O)c2ccccc2)c2ccccc2N1	-0.1%	-1%	2%
COc1cc2nc(-c3ccccc3C)oc(=O)c2cc1OC	0.1%	1%	5%
CCOC(=O)c1c(N2CCN(c3ccccc3)CC2)cc(C)nc1C	-1.6%	11%	-1%
Cc1ccccc1Nc1nc(-c2cccnc2)cs1	-0.6%	-4%	-2%
CC(=O)OCCN(CCCn1c(-c2ccncc2)nc2ccccc21)c1nc(CN2CCCCC2)cs1	-0.3%	6%	-2%
Cc1[nH]c(=O)[nH]c(=O)c1S(=O)(=O)N1CCCc2ccccc21	0.5%	-5%	1%
CCc1sc(C(=O)Nc2ncccc2O)cc1C	-0.7%	2%	-3%
